LGR2 antag: inhibitors of bursicon-induced LGR2 CRE-luciferase signal, primary screen, cell-based, HEK293, CRE-luciferase reporter, bursicon stimulation. Drosophila bursicon receptor LGR2 (rickets). bursicon-stimulated, 4 h. inhibition, % at 9.99 µM. actives 0.35% (n = 380,000);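 active = drop in luminescence signal, shown as inhibition above about 50% in the replicate tests, limit read from the data, passing the limit was not always enough; inconclusive = probably only some replicates passing the limit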;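 also: agonist challenge used bursicon conditioned medium at about half maximal strength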
miR-122 sensor: miR-122 Renilla sensor signal increase in Huh7, primary screen, miR-122 inhibitor project, cell-based, single point, plate reader; Huh7 miR-122 Renilla luciferase sensor, 48 h; neutral wells = 0, positive control = 100; activation (reporter increase), % at 12.5 µM; actives 0.3% (n = 340,000); AID 602342, 2012;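 active = mean replicate activation score at least 90 and every replicate individually at or above 90; inconclusive = only one of the two criteria met; inactive = neither criterion met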;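 also: higher luciferase means less miR-122 activity so hits act as miR-122 inhibitors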
Cneo AK release: Cryptococcus neoformans cell lysis inducers, primary screen, AK release luminescence, single concentration; C. neoformans lysis, adenylate kinase release luminescence, 4 h; normalised: neutral wells 0, clomiphene wells 100; lysis activity, % at 15 µM; actives 0.2% (n = 360,000);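 active = mean lysis activity across replicates of at least 80%, whatever share of replicates individually reach that level; inactive = mean lysis activity below 80%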
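Material – log-phase Cryptococcus neoformans yeast cells · Input – 5 × 10^6 yeast cells/mL · Medium – fresh YPD growth medium · Doses – single compound concentration per well · Timing – static 4 h at 37 °C with compound, 1 h detection · Detection – adenylate kinase release luminescence · Read-out – signal increase indicating cell lysis · Control set – Clomiphene as positive lysis control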
EWS-Fli inh: EWS/Fli-driven NR0B1 reporter inhibitors, primary screen, A673 cells, NR0B1 luciferase, luminescence, MLPCN library | actives 0.67% (n = 350,000) | viability-normalised | inhibition, % at 12.6 µM;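 active = mean inhibition of at least 50% after viability correction, with every replicate also passing that limit; inconclusive = mean reaches 50% but only one of two replicates passes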;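 also: firefly luciferase signal divided by Alamar Blue viability fluorescence both relative to DMSO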
PGC1a acetyl inh: inhibitors of PGC1a acetylation signal, primary screen, cell-based, U2OS, AlphaScreen, inhibitor mode | inhibition, % at 15.6 µM | AlphaScreen anti-acetyl-lysine; with virally co-expressed GCN5 acetyltransferase | actives 0.17% (n = 350,000) | AID 651687, 2012;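 active = every replicate shows inhibition of at least 40%; inconclusive = mean inhibition at least 40% but some replicate below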;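 also: 0% = neutral control wells and 100% = positive control wells; some results beyond the cut were filed as inactive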
FN deposit inh: inhibitors of fibronectin matrix deposition, primary screen, AH1F cells, Alexa488-fibronectin fluorescence, plate reader. AH1F fibroblasts, overnight. inhibition, % at 12.6 µM. actives 0.086% (n = 350,000). AID 743247, 2014;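 active = mean inhibition across replicates of 30% or more, regardless of how many single replicates reach that level; inconclusive = mean under 30% yet at least half of replicates reach 30%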;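 also: positive control wells lacked labelled fibronectin entirely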
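Assay system: AH1F fibroblasts / Quantity: 10000 cells per well / Medium: DMEM plus 2% serum, read in PBS / Reagent: labelled fibronectin 24 nM / Dosing: single dose, pinned / Times: 1 h cell attachment, overnight exposure to compound and label / Signal: fluorescence, ex 485 nm, em 525 nm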
PAX8 inh HTS: inhibitors of PAX8-driven TPO luciferase reporter, primary screen, RMG-I cells, single concentration; SteadyGlo, 24 h; inhibition, % at 12.6 µM; actives 1.2% (n = 360,000);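 active = mean replicate inhibition at least 60% with every replicate also reaching 60%; inconclusive = only one of the two criteria is met; inactive = mean below 60% and not all replicates reaching 60%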;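 also: luciferase light reporting Pax8 driven TPO promoter activity; plate controls were median of neutral control wells for no effect and mitoxantrone controls for full effect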
CASP6 VEID inh: human caspase-6 inhibitors, primary screen, biochemical, VEID-R110 fluorescence, single point, set 2; actives 0.53% (n = 350,000); inhibition, % at 12.5 µM; purified caspase-6, Z-VEID-R110 cleavage fluorescence; P55212;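 active = mean inhibition across replicates at least about 35%, with every replicate also reaching that limit, limit read from the data; inconclusive = only one of the two criteria met; inactive = neither criterion met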;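 also: 0% = median of neutral control wells and 100% = no fluorescence left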
Target sequence (P55212 24-179 limits assumed): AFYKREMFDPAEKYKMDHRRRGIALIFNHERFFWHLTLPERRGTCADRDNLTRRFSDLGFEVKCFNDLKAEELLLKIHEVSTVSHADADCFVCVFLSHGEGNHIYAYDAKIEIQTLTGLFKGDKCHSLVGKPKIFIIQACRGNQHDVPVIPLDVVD
Target sequence (P55212 194-293 limits assumed): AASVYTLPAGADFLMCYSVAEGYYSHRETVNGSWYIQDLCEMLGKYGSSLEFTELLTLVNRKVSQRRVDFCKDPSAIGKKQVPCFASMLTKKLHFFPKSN
* hit, by the source's call; ? = inconclusive; · = not tested or not shown; & = joins results of further samples; [ ] = dose if it differs, or a comment.

entry	Structure	LGR2 antag	miR-122 sensor	Cneo AK release	EWS-Fli inh	PGC1a acetyl inh	FN deposit inh	PAX8 inh HTS	CASP6 VEID inh
1	COc1ccc(Cc2nc3ccc(C(=O)NCCc4ccccn4)cc3o2)cc1OC	1.2	-1.8	1.3	·	-3.5	-7.8	-19.9	1.0
2	C=CCn1c(=S)[nH]c2scc(-c3ccc(C)o3)c2c1=O	-16.7	·	·	11.4	7.7	-3.1	-30.0	1.9
3	CCOC(=O)Nc1ccc2c(COC(=O)c3ccccc3O)cc(=O)oc2c1	-27.4	·	-0.3	·	·	-2.5	-90.9	3.3
4	COC(=O)c1ccc(NC(=O)CSc2nnc(-c3ccncc3)n2N)cc1	·	-1.5	-1.7	·	-0.3	3.1	0.3	·
5	Cn1cc(CNCCN2CCCCC2=O)c(-c2cccc(Cl)c2)n1	12.4	0.1	-2.4	-0.5	·	-1.3	13.1	-6.1
6	CN(Cc1cc(Cl)cc(Cl)c1O)Cc1c(O)ccc2ccccc12	-7.7	·	-2.1	-4.2	7.4	-2.3	19.8	0.9
7	CC1(C)Cc2noc(N)c2C(C)(C)N1OC(=O)c1cccs1	·	1.3	2.1	·	-3.9	-1.6	25.0	·
8	C[C@H](CO)N1C[C@H](C)[C@H](CN(C)S(=O)(=O)c2ccccc2F)Oc2cc(C#Cc3cccc(F)c3)ccc2S1(=O)=O	-0.4	-0.4[16.7 µM]	-1.4	-0.8	-7.3	6.0	·	1.4
9	N#CCCN(CCC#N)C(=O)C1c2ccccc2Oc2ccccc21	-1.1	·	0.1	12.7	·	0.6	6.2	-2.7
10	O=C(c1ccc(CSc2ccc(Cl)cc2)cc1)N1CCOCC1	-7.2	·	·	-14.8	·	-8.0	-18.4	1.4
11	C[C@H](CO)N1C[C@H](C)[C@@H](CN(C)Cc2ccc(C(F)(F)F)cc2)OCCCC[C@H](C)Oc2ccc(NC(=O)Nc3cccc4ccccc34)cc2C1=O	-0.1	9.8[16.7 µM]	52.6	2.2	-19.5	9.4	-43.2	·
12	CC(=O)Nc1ccc(S(=O)(=O)Nc2cccc(-c3nc4ccccc4o3)c2)cc1	·	137.7*	1.5	·	-3.6	·	-1.9	·
13	NC(=O)[C@@H]1CCCNc2c(F)cc([N+](=O)[O-])cc2C(=O)N[C@@H](CO)C(=O)NCC(=O)N1	-18.2	·	-1.5	2.6	·	12.1	1.8	1.4
14	CN1c2ccc(-c3ccccc3)cc2[C@H]2[C@H](CCN2C(=O)c2ccccc2)[C@H]1CO	2.2	82.1[16.7 µM]	-36.8	6.3	12.4	-1.9	9.4	2.9
15	Cc1c(Cl)cccc1NC(=S)N1CCC(C(N)=O)(N2CCCCC2)CC1	1.6	-13.3	·	4.1	-15.1	·	9.3	-0.2
16	Cn1c(SCCN2CCOCC2)nc2sc3c(c2c1=O)CCCC3	-9.6	-3.5	-3.9	-20.0	-2.4	-1.9	-24.4	-2.7
17	COc1ccc(NC(=O)Nc2cccc3c2O[C@@H](CN(C)S(=O)(=O)c2cccs2)[C@@H](C)CN([C@H](C)CO)C3=O)cc1	13.2	11.0[16.7 µM]	-5.4	-4.2	-9.0	1.9	·	1.2
18	COc1ccc(S(=O)(=O)N2CCC3(CC2)OCCN3S(=O)(=O)c2cccs2)cc1OC	-0.7	36.9	·	2.5	·	-2.5	0.9	1.4
19	C[C@@H]1CCCCO[C@H](CN(C)CC2CCCCC2)[C@H](C)CN([C@@H](C)CO)C(=O)c2cc(NS(=O)(=O)c3ccccc3)ccc2O1	14.7	-5.0[16.7 µM]	0.5	8.2	-2.6	·	23.9	1.1
20	COc1cc(NC(=O)Cc2ccccc2)ccc1NC(=O)c1ccccc1	-3.7	6.8	1.1	-16.5	·	6.4	-9.1	-1.7
21	CCc1noc(C)c1C(=O)Nc1cc(S(=O)(=O)N2CCOCC2)ccc1OC(C)C	-7.6	0.7	-5.0	13.2	·	-2.2	-7.7	2.5
22	CC[C@]12c3[nH]c4cc(CCC(=O)N(C)C)ccc4c3CCN1C(=O)[C@@H](CC(=O)NCC13CC4CC(CC(C4)C1)C3)C[C@@H]2C(=O)N1CCN(C(=O)C2CC2)CC1	-11.7	-7.7	-0.5	3.9	-2.8	-1.9	15.5	0.8
23	COc1ccc(CN2[C@@H]3CNc4ccccc4[C@@H]3[C@@H]2CO)cc1	3.6	-7.1[16.7 µM]	-1.4	3.8	8.7	6.1	24.0	2.0
24	O=C(NCCc1ccccc1)c1ccc(-c2ccccc2C(F)(F)F)o1	-17.3	·	·	-17.3	·	2.8	-37.8	3.5
25	O=C(CCc1ccccc1)N/N=C/c1cccc(O)c1	1.5	·	·	-6.9	·	·	-21.4	-1.1
26	CC(=O)N1CCc2c(sc3c2c(=O)n(Cc2ccccc2)c(=O)n3CC(=O)NCC2CCCO2)C1 (configuration not stated)	1.7	1.3	3.6	7.2	8.4	-0.5	-3.0	1.3
27	COc1ccccc1N(CC(O)CN1CCOCC1)S(=O)(=O)c1ccccc1 (configuration not stated)	-6.8	4.7	6.7	-7.6	25.9	3.0	-3.7	4.2
28	CN(C)c1ccc(C=NNC(=O)c2cccc3ccccc23)c(Cl)c1	-16.8	·	·	24.2	·	17.9	27.6	-1.4
29	CCOc1ncccc1C(=O)OCC(=O)N1CC(=O)Nc2ccccc21	·	-2.0	0.7	·	-11.9	7.1	17.4	·
30	O=C(CCc1ccccc1)NC(c1cccs1)c1cc(Cl)c2cccnc2c1O (configuration not stated)	22.8	·	·	58.4*	·	-5.6	77.6*	1.1
31	Cc1ccc(CSc2ncnc3c2cnn3Cc2ccccc2)cc1	·	-9.8	-1.6	·	0.6	1.8	·	·
32	CN(c1ccc(C(=O)NCCSCc2ccc(Cl)cc2)cc1)S(=O)(=O)c1ccccc1	?	·	·	12.4	·	-1.0	6.6	0.4
33	CN(C(=O)c1ccc(Br)o1)C1CCS(=O)(=O)C1 (configuration not stated)	13.0	-5.3	-1.5	-12.9	4.0	1.6	-1.0	-0.4
34	C[C@@H]1CN([C@@H](C)CO)C(=O)c2cc(NC(=O)Cn3cnnn3)ccc2O[C@@H]1CN(C)Cc1ccc(C(F)(F)F)cc1	4.5	-0.1[16.7 µM]	-0.7	·	2.6	6.0	2.1	3.2
35	CC(C)(C)NC(=O)CSCc1ccc(Br)cc1	0.8	3.6	-1.6	-5.3	-2.0	-13.8	-7.4	0.1
36	Cc1nc2ccc(Cl)cc2c(-c2ccccc2Cl)c1CC(=O)O	10.4	-0.7	-2.6	·	7.2	-5.9	·	·
37	COCCC(=O)N1CCC(Oc2ccc(C(=O)NC3Cc4ccccc4C3)cc2)CC1	7.8	9.6	10.9	15.8	-10.5	2.8	17.3	0.3
38	COCCOC(=O)N1C(=O)[C@@]2(c3ccccc31)[C@H](c1ccc(OCCO)cc1)N1[C@H](c3ccccc3)[C@H](c3ccccc3)OC(=O)[C@H]1[C@@H]2C(=O)N1CCN(c2ncccn2)CC1	·	·	2.6	11.0	·	·	-6.7	-1.6
39	CCC(C(=O)NCc1ccccc1OC)n1nc(C)n2c(cc3occc32)c1=O (configuration not stated)	·	-0.9	1.2	·	2.0	-5.4	-7.8	·
40	COC(=O)c1ccccc1CC1SC(N)=NC1=O (configuration not stated)	-6.7	0.2	1.1	-6.4	-1.3	0.3	7.2	0.0

2 of the compounds above, screen by screen.
[30] O=C(CCc1ccccc1)NC(c1cccs1)c1cc(Cl)c2cccnc2c1O (configuration not stated)
[31] Cc1ccc(CSc2ncnc3c2cnn3Cc2ccccc2)cc1
assay / entry	30	31
LGR2 antag	22.8	·
miR-122 sensor	·	-9.8
Cneo AK release	·	-1.6
EWS-Fli inh	58.4*	·
PGC1a acetyl inh	·	0.6
FN deposit inh	-5.6	1.8
PAX8 inh HTS	77.6*	·
CASP6 VEID inh	1.1	·

More results:
entry	Structure	LGR2 antag	miR-122 sensor	Cneo AK release	EWS-Fli inh	PGC1a acetyl inh	FN deposit inh	PAX8 inh HTS	CASP6 VEID inh
41	CSC(=Nc1ccc(Cl)cc1)N[n+]1ccccc1	12.0	0.6	-0.3	·	-2.6	-0.6	-23.0	·
42	Cc1ccc2nc(C)cc(C(=O)N3CCCC(N4CCN(c5ccccc5C)CC4)C3)c2c1 (configuration not stated)	7.0	·	-1.5	12.4	·	-1.7	14.8	0.7
43	O=C(O)c1ccc(CN2C[C@@H](CO)O[C@@H](n3cnc4c(N5CCOCC5)ncnc43)C2)cc1	-5.5	-1.5	1.6	-3.2	-0.7	-32.9	-3.6	-1.5
44	CC1CCN(S(=O)(=O)c2ccc(C(C)C)cc2)CC1	-28.0	16.6	·	-12.0	33.1	-13.9	-2.9	-0.4
45	C/C=C/c1ccc2c(c1)O[C@@H](CN(C)C(=O)c1cccnc1)[C@H](C)CN([C@H](C)CO)S2(=O)=O	8.3	5.9[16.7 µM]	-2.8	-11.1	1.6	·	-12.6	0.4
46	COc1ccc(NC(=O)N(C)C[C@H]2Oc3c(NC(=O)c4ccncc4)cccc3C(=O)N([C@H](C)CO)C[C@@H]2C)cc1	-11.6&-7.8	-7.5[16.7 µM]	5.0&0.6	-5.0&-0.7	3.6&-0.2	4.2&-4.3	-4.4&-2.4	5.3&2.7
47	O=C(Nc1cccc(C(=O)O)c1)/C(=C\c1ccccc1)NC(=O)c1ccc(Br)o1	3.0	0.4	0.5	-0.6	-6.6	9.2	-2.8	-1.0
48	COc1cc(CNC2CCCCCCC2)c(Br)cc1OCCO	3.4	4.5	-1.6	12.6	-4.3	-7.1	0.7	-10.9
49	N#C/C(=C\c1cccs1)C(=O)c1ccccc1Cl	-1.6	·	·	29.1	·	-0.3	64.4*	-0.9
50	CN(C)CC1CCCCC1OC(=O)c1ccc(Cl)cc1 (configuration not stated)	-6.0	·	·	·	·	4.7	-17.2	-0.1
51	COc1ccc2nc3ccccc3[n+]([O-])c2c1	-40.4	-5.6	-0.1	-103.5	·	-9.3	-227.2	-5.8
52	O=C(CCNC(=O)c1ccccc1)OCC(=O)c1ccccc1	-2.9	-16.4	0.0	8.9	·	-7.0	12.2	-3.9
53	Cc1ccc(N(C(=O)CNC(=O)c2ccco2)C(C(=O)NCC2CCCO2)c2ccccc2)cc1C (configuration not stated)	-2.0	·	9.9	7.6	·	1.8	10.4	5.8
54	CCCCN1C=CC(=C2C(=O)c3ccccc3C2=O)C=C1	·	-1.4	1.1	79.9*	0.0	-3.4	82.1*	2.2
55	COC(=O)CSc1n[nH]c(=S)s1	5.1	-6.2	1.3	6.2	-1.9	-1.0	-4.5	1.8
56	CN(C)CCNC(C(=O)Nc1cc(Cl)cc(Cl)c1)c1ccccc1 (configuration not stated)	10.3	·	·	10.3	-17.4	6.6	-0.4	-4.9
57	C=CCNC(=O)CSc1n[nH]c(-c2cc(Cl)ccc2OC)n1	-3.5	5.7	0.5	2.6	·	4.9	-2.1	4.5

From PubChem BioAssay
